Screens as filed in PubChem.
CHO parental Ca – counter-screen for OX1R antagonists: effect in parental CHO cells; parental CHO-K1, ATP-induced calcium, Fluo-8 fluorescence; inhibition, % at 5.6 µM; actives 0.63% (n = 330,000);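 active = inhibition above that plate's mean sample inhibition plus 3 SD, cut at about 26% in these data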;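 note: 0% = ATP-challenged DMSO wells and 100% = DMSO wells without ATP; some compounds past the cut are filed as inactive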
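Material: Parental CHO cells | Reagent: ATP | Compound dosing: Single nominal dose of 5.6 µM per compound | Detection: Intracellular calcium via Fluo-8 no-wash fluorescent dye | Read-out: % inhibition of ATP-induced calcium mobilization | Benchmarks: Low control ATP plus DMSO, high control DMSO only | Replicates: Singlicate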
CHO-K1 Ca ag – nonselective activator or artifact in parental CHO-K1 cells; Fluo-8 calcium fluorescence; scaled to maximal ATP response, vehicle zero; activation, % at 3 µM; actives 0.48% (n = 360,000); AID 602248; in the data active = activation above about 15%;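 note: untransfected CHO-K1 host cells lacking M1 receptor as counterscreen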
CHO-K1 Ca antag – M1 antagonist counterscreen hit in parental CHO-K1 cells | actives 0.6% (n = 360,000) | inhibition, % at 3 µM | ATP-induced calcium, Fluo-8 fluorescence | AID 602250;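 active = inhibition above a per-plate cutoff, the plate's mean sample inhibition plus 3 SD, cut at about 24% in these data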;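 note: 0% = DMSO plus EC80 ATP and 100% = DMSO alone without ATP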
M1 antag – blocks human M1 muscarinic receptor; actives 1.3% (n = 360,000); inhibition, % at 3 µM; CHO-K1 hM1, Fluo-8 calcium fluorescence, ACh EC80 antagonist; AID 588852; P11229;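 active = percent inhibition above its own plate's cutoff, namely the mean of that plate's compound wells plus 3 SD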;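 note: peak over basal fluorescence ratio during 140 s after agonist addition; 0% = ACh EC80 plus DMSO and 100% = DMSO alone without agonist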
CHO-K1 Ca PAM – counter-screen for M1 PAMs: effect in parental CHO-K1 cells; ATP EC20, Fluo-8 calcium fluorescence; 0% at ATP EC20, 100% at ATP max; activation, % at 3 µM; AID 602247; actives 0.02% (n = 360,000);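 active = activation above the run cutoff, the mean activation of all test compounds plus 3 SD, cut at about 40% in these data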;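 note: peak over basal fluorescence ratio in a 140 s read after ATP addition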
TAAR1 antag – human TAAR1 antagonism; CHO RD-HGA16 TAAR1, Fluo-8 calcium fluorescence, antagonist; inhibition, % at 3 µM; actives 1.5% (n = 360,000);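 active = inhibition above a per-plate cutoff, the mean inhibition of test compounds on that plate plus 3 SD, cut at about 49% in these data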;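 note: 0% = DMSO plus EC80 beta-PEA response and 100% = DMSO alone without agonist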
Target sequence (Q96RJ0 whole entry, looked up): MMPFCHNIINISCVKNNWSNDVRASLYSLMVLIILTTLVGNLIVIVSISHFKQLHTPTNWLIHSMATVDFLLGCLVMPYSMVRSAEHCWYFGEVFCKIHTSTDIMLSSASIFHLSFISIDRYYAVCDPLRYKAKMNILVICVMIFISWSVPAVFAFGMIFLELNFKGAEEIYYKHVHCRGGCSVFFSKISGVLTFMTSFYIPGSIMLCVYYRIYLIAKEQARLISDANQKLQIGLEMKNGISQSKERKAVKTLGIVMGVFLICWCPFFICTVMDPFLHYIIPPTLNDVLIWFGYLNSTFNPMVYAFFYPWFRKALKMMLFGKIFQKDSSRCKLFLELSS
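test system = CHO RD-HGA16 cells bearing hTAAR1 | replication = singlicate | controls = DMSO-only wells and EC80 β-PEA-stimulated wells | reagent = EC80 β-phenethylamine stimulus | read-out basis = percent inhibition of PEA-evoked calcium signal, max/basal emission ratio | schedule = seeding 17-24 h prior, 75-min 37 °C, 30-min RT dye loading | signal = kinetic Fluo-8 calcium fluorescence measurement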
TAAR1 ag – human TAAR1 agonism; Q96RJ0; CHO RD-HGA16 TAAR1, Fluo-8 calcium fluorescence; vehicle wells 0%, saturating PEA agonist 100%; activation, % at 3 µM; actives 0.99% (n = 360,000); AID 624467;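 active = activation above the mean activation of all test compounds in the run plus 3 SD, cut at about 38% in these data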
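Repeats: no replicates (n 1) | Material: CHO-derived RD-HGA16 cells with stable Gα16 and human TAAR1 | Technique: Kinetic Fluo-8 calcium fluorescence | Schedule: 17-24 h seeding, 75 min 37 °C dye, 30 min RT | Evaluation: % activation from peak over basal fluorescence ratio, DMSO-to-PEA scaled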
OXTR potentiate – human OXTR potentiation; actives 0.061% (n = 320,000); activation, % at 3 µM; P30559; CHO-OTR cells, Fluo-8 calcium fluorescence, potentiator mode; 0% = oxytocin EC15, 100% = EC100;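 active = activation above that plate's cutoff, the mean activation of tested compounds plus 3 SD, cut at about 6.6% in these data, passing the limit was not always enough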;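 note: 100% uses oxytocin at 75 nM as the full agonist control; some results filed as inactive read as strong as hits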
Target sequence (P30559 whole entry, looked up): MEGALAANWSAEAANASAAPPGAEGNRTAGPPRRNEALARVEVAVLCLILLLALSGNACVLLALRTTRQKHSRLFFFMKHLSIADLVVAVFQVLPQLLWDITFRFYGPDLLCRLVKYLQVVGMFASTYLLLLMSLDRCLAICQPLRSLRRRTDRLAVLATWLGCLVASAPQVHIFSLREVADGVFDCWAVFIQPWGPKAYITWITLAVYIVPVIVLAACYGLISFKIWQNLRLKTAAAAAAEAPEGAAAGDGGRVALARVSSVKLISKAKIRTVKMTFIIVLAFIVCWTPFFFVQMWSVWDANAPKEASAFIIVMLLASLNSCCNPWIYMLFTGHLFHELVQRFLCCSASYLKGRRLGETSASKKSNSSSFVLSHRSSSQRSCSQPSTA
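Assay system: CHO cell line stably expressing human OTR. Reagent: EC15 oxytocin agonist. Dosing: single dose, 3.0 µM nominal final compound concentration. Timing: compound 6 min at room temperature before oxytocin, 100 s read. Signal: kinetic Fluo-8 calcium fluorescence. Controls: oxytocin EC15 low and EC100 high.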
CHRM1 agonist – activates human CHRM1 receptor. activation, % at 3 µM. CHO-K1 hM1, Fluo-8 calcium fluorescence, agonist mode; 0% DMSO, 100% acetylcholine EC100. actives 0.33% (n = 360,000). AID 588814;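 active = activation above the run's mean compound activation plus 3 SD, cut at about 16% in these data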;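 note: peak over basal fluorescence ratio within a 140 s kinetic read after compound addition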
Numbers without * were called inactive; nt = not tested or not shown. Rows are unselected, and some 4.2% of all compounds hit somewhere here.

SMILES	CHO parental Ca	CHO-K1 Ca ag	CHO-K1 Ca antag	M1 antag	CHO-K1 Ca PAM	TAAR1 antag	TAAR1 ag	OXTR potentiate	CHRM1 agonist
COc1ccc2[nH]c3c(NCCCOC(C)C)ncnc3c2c1	14	1.9	-7	11	-1	10	0	-5	-8
Cc1ccc(N2C(=O)c3ccccc3C(C)(C)C2=O)cc1	-1	0.8	-12	-23	21	4	9	5	-3
COc1ccc(-n2c(SCC(=O)N(C)c3ccccc3)nc3c([nH]c4ccccc43)c2=O)cc1OC	-10	2.3	-6	-7	16	-6	2	1	-1
CCN1C(=O)[C@H]2[C@@H](c3ccc(-c4cccc(Cl)c4)c(OC)c3)N[C@@](C)(C(=O)OC)[C@H]2C1=O	-9	0.8	-6	7	2	20	20	-20	-3
CN(C)CCCn1c(SCC(=O)Nc2nc(-c3cccc(Br)c3)cs2)nc2ccccc2c1=O	0	0.7	-8	-10	15	11	6	-4	-5
CC[n+]1ccc(/C=C/c2ccc(N(C)C)cc2)c2ccccc21	nt	0.1	-9	5	19	-7	2	nt	-8
O=C(CSc1nc2ccccc2s1)Nc1ncccn1	-17	1.3	-4	-29	19	-18	4	-4	-1
C[C@@H]1CCC2[C@](C)(CO)[C@@H](O)CC[C@]2(C)[C@@]12C[C@](CO)(CC(=O)O)CO2 (stereo not given in full)	0	5.1	3	15	4	-17	2	-9	-3
CN1CCN(C(=S)Nc2ccc(Cl)c(Cl)c2)CC1	16	1.4	3	5	-7	6	8	-7	-4
COc1ccc(-c2csc(C(O)(c3ccccc3)C(F)(F)F)n2)cn1 (stereo not given)	nt	1.3	7	-8	9	3	3	nt	-7
O=C1N[C@@H](c2ccccc2)COC(=O)[C@@H](Cc2ccc(F)cc2)CC/C=C/C[C@H]1CC(=O)N(CCO)Cc1ccccc1	-13	7.5	11	28*	-3	71*	19	-10	2
Cc1cc(NC(=O)C23CCC(C)(C(=O)O2)C3(C)C)no1 (stereo not given)	-1	0.7	0	5	19	-2	6	0	-3
Cc1cc(Cl)ccc1OCC(=O)OCC(=O)NC1CCCC1	-5	0.3	-1	-1	0	-8	0	3	-2
O=C(Nc1ccc(C(=O)O)cc1)/C(=C\c1ccc(F)cc1)NC(=O)c1ccco1	8	0.5	-20	-4	-15	-7	3	-2	-2
Cc1cc(C)n2ncc(/C(N)=N/OC(=O)Nc3ccc(Cl)cc3)c2n1	-21	2.9	-3	13	5	14	6	-1	-3
CC1CCCCN1C(=O)c1c([N+](=O)[O-])cnn1C (stereo not given)	-3	1.0	-8	-9	5	-20	0	-11	-4
CCc1cccc(C)c1NC(=O)COC(=O)C1CCN(S(=O)(=O)c2ccccc2)CC1	-10	1.6	-6	-8	17	-1	3	3	-3
CCCS(=O)(=O)Nc1ccc2cn[nH]c2c1	-4	1.8	-14	2	21	-11	1	-5	-1
O=C(CNC(=O)N1CC(=O)Nc2ccccc21)Nc1cccc(F)c1	-4	0.3	-4	-2	-1	-6	1	1	-1
COc1ccc(C2CC(c3cccs3)=NN2C(=S)Nc2ccccc2)cc1OC (stereo not given)	-14	0.1	-1	-6	3	-11	1	2	-1
CCOc1ccc(CNC(c2ccccc2)c2ccccc2)cc1	-26	0.4	-16	-8	8	-3	-2	-2	-3
COc1ccc(/C=C(/CC(=O)Nc2ccc(C)cc2)c2nc3ccccc3s2)cc1	-20	0.8	-14	5	9	-7	1	-5	-5
COc1cc(S(=O)(=O)N2CCCCC2)ccc1NC(=O)c1ccc(F)cc1	-17	0.0	7	2	-7	-9	3	-11	-3
CC1(OC(=O)C2CCCC2)C(=O)C=C2C=C(c3ccsc3)N(CCc3ccccn3)C=C2C1=O (stereo not given)	-15	0.6	-16	-1	18	-3	19	1	-9
CCCc1sc(N)nc1-c1ccc(Cl)cc1	-16	-0.4	-15	-6	18	-2	9	-5	-11
COc1ccc(C(=O)Nc2cccc(/C(C)=N\NC(=O)c3ccoc3C)c2)cc1OC	nt	2.7	0	-7	7	49*	13	nt	-2
C[C@@H]1CN([C@@H](C)CO)S(=O)(=O)c2ccc(C#CC(C)(C)O)cc2O[C@H]1CN(C)C(=O)C1CCCCC1	nt	3.1	5	0	2	28	12	nt	-4
COc1ccc(CNC(=S)Nc2cc(OC)ccc2OC)cc1	-5	0.7	-2	-4	19	-25	1	-6	-4
CC1CCCN(C2(O)C(=O)Nc3ccc(Br)cc32)C1 (stereo not given)	-9	1.0	-17	-6	-9	-22	4	-6	-4
CC(=O)Nc1ccc(Nc2ccc3c4c(cc(=O)n3C)-c3ccccc3C(=O)c24)cc1	-11	0.9	3	3	1	-28	5	-17	-4
C/C(=N\NC(=S)NC(C)C)c1ccc(-n2ccnc2)cc1	-3	1.7	-13	-5	15	6	2	-5	-3
C=CCn1c(=O)c2ccccc2n2c(SCc3nnc(-c4ccccc4Br)o3)nnc12	-23	0.3	1	4	-9	-36	4	1	-11
CCOC(=O)c1nnc(-c2ccc(C)cc2)nc1Sc1cccc(Cl)c1	2	1.0	-11	-8	13	8	2	-8	-4
OC(c1ccc(Cl)c(Cl)c1)c1ncc(-c2ccccc2C(F)(F)F)[nH]1 (stereo not given)	nt	2.8	-7	6	10	-12	4	nt	-1
COc1ccc(S(=O)(=O)N2CCC(C(=O)N(CC(C)C)C3CCS(=O)(=O)C3)CC2)cc1OC (stereo not given)	-8	0.0	9	6	0	-2	0	0	-5
CCCC(c1nnnn1C(C)(C)CC)N1CCN(C2CCCC2)CC1 (stereo not given)	-14	0.2	-7	-15	15	-1	11	-10	-8
Cc1cc(C(=O)N/N=C/c2c(C)n(C)c3ccccc23)n[nH]1	4	-0.3	4	1	6	-9	6	-1	-5
COc1ccc(NC(=O)N(Cc2cccnc2)Cc2ccccc2Cl)c(OC)c1	-13	2.5	2	1	-4	nt	nt	-6	-4
COc1ccc(NC(=O)COC(=O)C2CC(=O)N(c3ccc(OC(C)C)cc3)C2)cc1 (stereo not given)	-8	1.7	-24	-18	8	-9	4	-9	-3
COc1cccc(NC(=O)NNC(=O)CCc2ccc(O)c(O)c2)c1	nt	0.8	1	1	2	6	1	nt	-4
COc1ccc(N2CCN(C(c3ccc4ncccc4c3)c3nnnn3C(C)(C)C)CC2)cc1 (stereo not given)	6	1.1	-9	-4	24	-14	1	-7	-2
O=C(CSc1nc(-c2cccs2)cc(C(F)(F)F)n1)Nc1cc(OCC(F)(F)C(F)F)cc([N+](=O)[O-])c1	-7	-0.2	-4	-5	12	16	1	-3	-7
COc1ccc(/C=C(\C#N)C(=O)NCC2CCCO2)cc1OC (stereo not given)	-1	0.4	-6	-15	15	-12	0	0	1
O=S(=O)(NCCc1ccccc1)c1ccc(-n2cnnn2)cc1	8	2.8	-2	-6	12	14	28	-8	-1
O=[N+]([O-])c1ccc2nc(-c3ccc(Cl)cc3)[nH]c2c1	20	9.4	12	4	12	21	35	-14	-6
Cc1noc(C)c1C(=O)NC(C)C1CCCO1 (stereo not given)	-7	0.4	0	-3	-2	13	2	-5	-5
C=CCNC(=O)COc1ccc(S(=O)(=O)N2CCCC2)cc1	-4	0.3	15	1	-14	8	0	4	-3
Cc1ccc(C)c(NC(=O)C2CCCN(c3cnccn3)C2)c1 (stereo not given)	-9	1.0	-9	-13	-1	-12	0	-3	-1
CCN(CC)C(=O)C1CCCN(c2ccc([N+](=O)[O-])cc2/C=N/NC(=O)c2ccc([N+](=O)[O-])cc2)C1 (stereo not given)	-12	0.5	7	10	1	10	2	-2	1
CCCc1cc(=O)[nH]c(SCC(=O)N2CCN(S(=O)(=O)c3ccc(C)cc3)C2)n1	-13	-0.1	2	-20	16	-20	0	-1	-5
Cc1cc(OC(=O)c2ccccc2C(F)(F)F)c([N+](=O)[O-])c(=O)[nH]1	-7	0.3	-3	-11	18	-6	0	-4	-3
S=C(NCC(c1cccnc1)N1CCOCC1)NC1CCCCC1 (stereo not given)	-9	0.2	-4	0	11	-1	3	1	-5
CCOc1ccc(C(=O)NC2CCCCCCC2)cc1	-26	-0.6	-7	-6	14	-12	0	4	-8
CC(=O)N1c2ccc(S(=O)(=O)NCc3ccco3)cc2CC1C (stereo not given)	1	1.4	-9	6	8	13	0	-6	-4
Cc1cccc(NC(=O)Cn2cnc3sc(C)c(S(=O)(=O)N4CCC(C)CC4)c3c2=O)n1	-5	0.3	-11	-6	2	-27	3	-21	-2
CC1=C(C(=O)N(C(C)C)C(C)C)CC(CC(=O)NCc2ccco2)C(=O)N1Cc1ccc(F)cc1 (stereo not given)	nt	-0.7	3	0	12	-8	-2	nt	-7
CCOC(=O)C1CCCN(C(=O)c2ccc(C)c(NC(=O)C3=C(C)OCCS3)c2)C1 (stereo not given)	-29	0.8	9	3	-9	-29	0	-7	5
O=C(Nc1ccccc1)Nc1nccs1	-1	0.6	-1	-3	10	18	47*	-4	-3
COc1ccc(C(=O)N/C(=C/c2ccccc2F)C(=O)NCCN2CCOCC2)cc1OC	-13	0.6	-14	-18	12	-21	1	0	-4
CN1/C(=C\C(=O)c2cccs2)Sc2ccccc21	-30	-0.3	-9	-9	7	-5	6	-16	-5
Cc1ccc(C=NCc2ccncc2)c(O)c1	2	0.4	-28	0	-1	-11	3	-5	-4
CC1CCCC(NC(=O)COC(=O)c2ccccc2NC(=O)c2ccco2)C1C (stereo not given)	-12	-0.3	-3	-2	3	-7	14	10*	-1

For reference, some entries already given.
SMILES	CHO parental Ca	CHO-K1 Ca ag	CHO-K1 Ca antag	M1 antag	CHO-K1 Ca PAM	TAAR1 antag	TAAR1 ag	OXTR potentiate	CHRM1 agonist
Cc1noc(C)c1C(=O)NC(C)C1CCCO1 (stereo not given)	-7	0.4	0	-3	-2	13	2	-5	-5
C=CCNC(=O)COc1ccc(S(=O)(=O)N2CCCC2)cc1	-4	0.3	15	1	-14	8	0	4	-3
Cc1ccc(C)c(NC(=O)C2CCCN(c3cnccn3)C2)c1 (stereo not given)	-9	1.0	-9	-13	-1	-12	0	-3	-1
